# Screening results (PubChem BioAssay)
# SW480 rereplic: induces DNA re-replication in SW480 colon adenocarcinoma cells; SW480 DNA re-replication, Hoechst DNA content imaging, 48 h; Potency, µM (series often up to 46.1 µM), without a hit: at the highest dose re-replication activation, actives largely listed as activators; hit rate 1.8% among 340,000; AID 624297; also: potency is read from the fitted curve at half-maximal effect; % of control where 0% means no effect; nearly all actives have a fitted effect of over 55% in size
#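 Hoechst fluorescence of nuclei (405 nm excitation, 500-530 nm emission) measured by plate-scanning imager after 48 hr compound exposure at 37 C; re-replication scored as increased number of nuclei with elevated intensity.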
# IL-1B inflam inh: blocks inflammasome-driven IL-1 beta release; THP-1 LPS/ATP IL-1B secretion, AlphaLISA, 16 h; active compounds read low; activity change, % at 57.5 µM; hit rate 4.7% among 360,000; in the data active = activity change below about -50%; inconclusive = mostly about -30% to -49%; also: % is scaled to controls: 0 for no effect and ±100 for the full control effect
#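 THP-1 cells pretreated 1 hr with compounds (up to 57.5 uM final), then stimulated with LPS (250 ng/mL final) plus ATP (1.25 mM final); secreted IL-1B measured by AlphaLISA after 16 hr, decreased signal indicating inhibition.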
# HT1080-NT tox: kills 2HG-producing HT-1080-NT fibrosarcoma cells; hit rate 1.6% among 360,000; HT-1080-NT fibrosarcoma viability, CellTiter-Glo ATP luminescence, 48 h; AID 686970; Potency, µM (highest dose often 46.1 µM), inactives show top-dose activity, negative = less viability, usual class: cytotoxic;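 also: NT is the 2HG producing partner of a matched IDH1 knockdown line; potency is read from the fitted curve at half-maximal effect; 0% = DMSO-treated cells and -100% = media-only wells without cells; nearly all actives have a fitted effect of over 55% in size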
#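 Luminescent CellTiter-Glo readout after 48 hours of compound exposure at 37 degrees C defined viability of HT-1080-NT cells. Activity was normalized to DMSO wells and cell-free media wells; concentration-response curves were fitted and assigned curve classes.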
# MCF10A rerep: induces DNA re-replication in MCF 10a normal breast cells. hit rate 2.9% among 350,000. MCF 10A DNA re-replication, Hoechst nuclear intensity, 48 h. Potency, µM (series often up to 46.1 µM), inactives show at the highest dose activity, positive = re-replication, actives largely listed as activators. AID 624296; also: potency is read from the fitted curve at half-maximal effect; % of control where 0% means no effect; nearly all actives have a fitted effect of over 50% in size
# D3 ag: activates the human D3 dopamine receptor; D3R DiscoveRx beta-arrestin cells, luminescence, 90 min; max activation, %; P35462; hit rate 0.58% among 410,000; in the data active = max activation above about 30%; also: 0% is about no effect; mostly tested at two doses, the higher about 12 µM
# Target sequence (P35462 whole entry, looked up): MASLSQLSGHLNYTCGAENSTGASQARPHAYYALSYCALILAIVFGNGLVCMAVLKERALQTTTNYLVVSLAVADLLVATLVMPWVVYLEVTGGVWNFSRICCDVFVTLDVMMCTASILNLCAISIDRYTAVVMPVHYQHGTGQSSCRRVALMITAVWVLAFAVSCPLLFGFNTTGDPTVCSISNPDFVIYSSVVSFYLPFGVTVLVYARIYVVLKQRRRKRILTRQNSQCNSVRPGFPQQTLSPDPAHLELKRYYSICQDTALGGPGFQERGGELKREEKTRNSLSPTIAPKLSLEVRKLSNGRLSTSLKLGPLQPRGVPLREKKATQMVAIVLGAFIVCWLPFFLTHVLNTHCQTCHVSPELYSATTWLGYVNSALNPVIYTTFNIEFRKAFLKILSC
#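 Agonist-mode cell screen: cells plated at 1500/well and incubated overnight at 37 °C, then exposed to library compounds for 90 min at 37 °C. Detection reagent was added for 30–60 min at room temperature, and luminescence was read.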
# KB-3-1 cytotox: kills parental KB-3-1 adenocarcinoma cells; AID 1347075; KB-3-1 viability, CellTiter-Glo ATP luminescence, 72 h; hit rate 1.4% among 400,000; Potency, µM (series often up to 46.1 µM), for inactives: at the top dose activity change, negative = cytotoxic, actives largely listed as cytotoxic; also: potency is read from the fitted curve at half-maximal effect; % is scaled to controls: 0 for no effect and ±100 for the full control effect; nearly all actives have a fitted effect of over 60% in size
#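 Cells are dispensed, compounds pinned in, plates held at 37 °C for 72 h, then CellTiter-Glo is added and luminescence read after 10 minutes. Cell line: parental KB-3-1 in phenol-red-free DMEM, 10% FBS.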
# KB-V1 MDR tox: KB-V1 MDR subline cytotoxicity; Potency, µM (series often up to 46.1 µM), for the others: top-dose activity change, negative = cytotoxicity, hits mostly cytotoxic; KB-V1 MDR cells viability, CellTiter-Glo, 72 h; hit rate 3.4% among 400,000; AID 1347076; also: potency is read from the fitted curve at half-maximal effect; % is scaled to controls: 0 for no effect and ±100 for the full control effect; nearly all actives have a fitted effect of over 60% in size
#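 Cytotoxicity toward P-gp-expressing KB-V1 cells was determined as loss of CellTiter-Glo luminescence after 72 h at 37 degrees C. Compounds were tested in quantitative HTS format across a concentration range, with curves fitted to normalized data.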
# HT1080 IDH1KD tx: kills HT-1080 cells with IDH1 knockdown. HT-1080 IDH1 knockdown viability, ATP luminescence, 48 h. AID 686971. Potency, µM (series often up to 46.1 µM), without a hit: top-dose activity, negative = toxicity, usual class: cytotoxic. hit rate 2% among 360,000;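 also: potency is read from the fitted curve at half-maximal effect; 0% = DMSO wells and -100% = cell-free medium wells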
#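 % activity derives from luminescence (CellTiter-Glo), normalised to DMSO and no-cell wells. HT-1080-IDH1KD cells, 750/well, had 48 h compound exposure at 37 °C.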
# HEK293 tox: cytotoxicity counter-screen for GLP-1 receptor inverse agonists; hit rate 0.13% among 410,000; Potency, µM (top dose mostly 38.3 µM), inactives show at the top dose activity change, negative = inhibition, most hits filed as inhibitors; HEK293 cAMP-luciferase reporter cells, luminescence, 24 h; AID 624418;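 also: loss of luciferase light is scored as toxicity; potency is read from the fitted curve at half-maximal effect; % is scaled to controls: 0 for no effect and ±100 for the full control effect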
#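 Step one: seed cells (200 cells/uL, DMEM with 10% Nu serum, 1% pen-strep). Step two: 12-hour incubation at 37 deg C. Step three: pin 23 nL compound, incubate 24 hr. Step four: add luciferase reagent, read luminescence 12 min later.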
# Active calls of the source: *; i = inactive; ? = inconclusive; . = not tested or not shown; [ ] = dose if it differs, or a comment. Unless noted, calls follow the shape of the dose curve; as a rule, active = well fitted curve in the direction sought with a large enough effect; inconclusive = small, poorly fitted or top-dose-only effect, or another doubt; inactive = no such curve, though single readings can be large; an effect the other way counts as inactive or inconclusive.
canonical_smiles	SW480 rereplic	IL-1B inflam inh	HT1080-NT tox	MCF10A rerep	D3 ag	KB-3-1 cytotox	KB-V1 MDR tox	HT1080 IDH1KD tx	HEK293 tox
Cc1ccc(C(=O)c2c3ccccc3[n+]([O-])n2[C@@H](C)C(N)=O)cc1	?	25	1%	?	-16	0%	16%	3%	2%
CCCN(CCC)CCCNC(=O)CS(=O)Cc1nc(-c2ccc(OC)c(OC)c2)oc1C (configuration not stated)	-2%	2	1%	1%	-1	2%	22%	-4%	-15%
Cc1cc(NC(=O)COC(=O)CNS(=O)(=O)c2ccc(C)c(C)c2)no1	-86%[inhibitor]	0	9%	0%	-5	5%	11%	6%	6%
CCOc1cc(-c2noc(-c3cccnc3)n2)ccc1OC	-21%	-9	19%	6%	4	-13%	-24%	11%	1%
O=C(O)c1ccc2c(=O)n3c(nc2c1)/C(=C/c1cccc(Cl)c1Cl)CC3	-36%[inhibitor]	-8	23%	-1%	-12	-1%	?	25%	4%
COC(=O)c1[nH]c2c(c1C)C(=O)CC(c1cccs1)C2 (configuration not stated)	?	20	1µM*	2.1µM*	-6	?	2.1µM*	1µM*	-27%
O=C(CN(C(=O)CNC(=O)c1ccco1)c1ccc2c(c1)OCCO2)NC1CCCCC1	-2%	37	10%	1%	5	-4%	1%	23%	-1%
O=C(Nc1cccc(S(=O)(=O)N2CCCCCC2)c1)C1CCN(C(=O)c2ccc(Cl)cc2)CC1	?	?	?	3%	-2	?	0%	-21%	-15%
O=C(CNC(=O)N1CC(=O)Nc2ccccc21)NCCc1cccc(F)c1	-9%	-3	-7%	-3%	-3	-8%	0%	1%	4%
Cc1ccc2nc(NCCO)nc(-c3ccccc3)c2c1	?	-23	-3%	?	6	-7%	12µM*	-14%	304%[activator]
CC(Sc1nnnn1-c1ccc(O)cc1)c1nc2ccccc2c(=O)[nH]1 (configuration not stated)	?	27	-21%	1%	-4	11%	5%	-1%	-6%
Cc1ccc(S(=O)(=O)/C=C/c2ccccc2)cc1	5%	-76*	-2%	5%	-1	0%	4%	12%	11%
O=C(NC(Cc1ccccc1)c1nc2ccccc2[nH]1)c1ccc(Cl)c([N+](=O)[O-])c1 (configuration not stated)	?	-165*	21µM*	?	-19	-2%	-25%	?	-26%
Cc1nn(C(=O)c2ccc(Br)cc2)c(C)c1Sc1ccccc1	.	.	.	.	-7	0%	-13%	.	11%
COc1ccc(/C=C2/N=C3CCCCCN3C2=O)cc1OC	15%	-4	9%	-13%	-6	13%	-6%	7%	-4%
CC(=O)Nc1ccc(NC(=O)CSc2nc(N)c(NC(=O)c3ccco3)c(=O)[nH]2)cc1	1%	i	-1%	1%	3	0%	-7%	25%	-3%
O=S(=O)(NC1CCCc2ccccc21)c1cnc[nH]1 (configuration not stated)	-9%	11	-1%	?	-1	11%	5%	0%	-7%
CC(C)(C)c1ccc(C(=O)Nc2nnc(SCC(=O)NCC3CCCO3)s2)cc1 (configuration not stated)	1%	21	7%	11%	-1	11%	-11%	5%	-14%
O=C(Nc1ccccc1)Nc1ccc(Cl)nc1Cl	?	-79*	-2%	4%	-8	-22%	?	-15%	0%
CCc1c(C(=O)NC2CCCC2)csc1C	1%	0	22%	21%	-8	-9%	2%	0%	19%
CC1=C(C(=O)Nc2ccccc2C)C(c2cccnc2)n2nc(SCc3ccccc3F)nc2N1 (configuration not stated)	.	.	.	.	-6	-8%	23%	.	3%
O=c1cc(-c2nn[nH]n2)[nH]c(=O)[nH]1	-10%	9	23%	-20%	-8	3%	-13%	13%	-9%
Cc1csc(CN(C)C(=O)C2CCC(=O)N(CCCc3ccccc3)C2)n1 (configuration not stated)	-17%	2	2%	0%	-2	20%	-6%	5%	0%
COc1ccc(N(C(=O)CNC(=O)c2ccco2)C(C(=O)NCC2CCCO2)c2ccc(OC)c(OC)c2)cc1 (configuration not stated)	-6%	16	22%	-1%	-12	4%	4%	24%	14%
c1ccc(N2CCN(C3CC4CCC3C4)CC2)cc1 (configuration not stated)	-26%	0	-1%	5%	-5	2%	0%	0%	-15%
Cc1ccc(N(C(C)C(=O)N2CCC(C)CC2)S(C)(=O)=O)cc1C (configuration not stated)	?	7	11%	-14%	-11	1%	?	10%	?
Cn1c(N)c(C(=O)COC(=O)C2(c3cccc(F)c3)CCCC2)c(=O)n(C)c1=O	2%	-12	-24%	?	5	-26%	-17%	?	16%
O=C(N/N=C\CCc1ccccc1)c1ccco1	1%	-16	17%	0%	2	?	5%	10%	1%
O=C(N/N=C/c1cccc(O)c1)c1cc(-c2ccc3c(c2)OCO3)n[nH]1	-9%	-11	?	14%	-2	9%	?	?	-20%
O=C(C1CCC(Cn2c(=O)c3sccc3n(Cc3ccccc3)c2=O)CC1)N1CCCCC1 (configuration not stated)	.	.	.	.	-14	-23%	-16%	.	0%

# Additional results.
canonical_smiles	SW480 rereplic	IL-1B inflam inh	HT1080-NT tox	MCF10A rerep	D3 ag	KB-3-1 cytotox	KB-V1 MDR tox	HT1080 IDH1KD tx	HEK293 tox
N#Cc1c2ccccc2nc2ccccc12	27%	0	3%	-8%	-1	4%	15%	0%	13%
CCCCCCCCN1C(=O)[C@H](CC(=O)N2CCN(C(=O)c3ccco3)CC2)C[C@@]2(C(=O)OCC)CCCC=C12	.	0	?	.	7	-3%	?	?	-7%
Cc1cccc(N2CC(C(=O)Nc3nnc(SCCC4OCCO4)s3)CC2=O)c1 (configuration not stated)	-1%	0	-3%	-2%	5	21%	3%	1%	12%
Cc1ccc(CNC(=O)C2CCN(c3nc4ccc(C)cc4[nH]3)CC2)cc1	.	.	.	.	-5	-2%	-14%	.	-21%
COc1ccccc1CCNC(=O)C1(c2cccs2)CCOCC1	.	.	.	.	-9	-1%	4%	.	1%
COc1ccccc1N1CCN(C(=S)Nc2ccc3nc(N4CCOCC4)cc(C)c3c2)CC1	?	-168*	0%	?	17	15%	-23%	?	0%
Clc1ccc(-c2nnc(CSc3nnc(-c4cccs4)n3Cc3ccccc3)o2)cc1	2%	-22	-26%	?	1	?	?	?	-19%
Cc1cccc2cc(CN(Cc3ccccc3)C(=O)c3cccc(F)c3)c(Cl)nc12	3.7µM*	-8	-26%	?	9	-2%	18µM*	-2%	-6%
CCOC(=O)NCN1C(=O)C2C3C=CC(C3)C2C1=O (configuration not stated)	26%	3	15%	-12%	-7	1%	2%	20%	2%
c1ccc(-c2ccc(SCc3cccnc3)nn2)nc1	-11%	0	-13%	-5%	3	25%	?	?	-19%
COc1cc(/C=N/NC(=O)c2ccc3nc[nH]c3c2)cc(OC)c1OC	12%	-67*	6%	0%	10	-3%	7%	12%	10%
COc1cc(C(=O)Nc2ccccc2N2CCOCC2)ccc1OCC(=O)N1CCOCC1	3%	-7	8%	-4%	4	?	-23%	9%	5%
CC(CCc1ccccc1)NC(=O)CC(C)c1ccccc1 (configuration not stated)	-1%	0	11%	1%	3	-4%	-24%	6%	2%
Cc1cc(OCC(=O)N(C)C2CCCCC2)ccc1Cl	-1%	?	3%	4%	-2	0%	0%	-16%	-5%
N#C/C(=C\c1ccc(F)c(F)c1)C(=O)NC1CCCCC1	17%	?	-1%	?	-2	-6%	?	-9%	21%
Cc1cc(C(=O)CCC(=O)Nc2cccc(F)c2)c(C)s1	.	-1	-3%	.	3	-11%	-10%	-3%	-12%
CNc1cc(-c2ccc(OC)nc2)ncn1	.	0	23%	.	6	0%	2%	9%	-3%
CCOc1ccc(NC(=S)NCCCN2CCOCC2)cc1	2%	-9	14%	3%	-7	-4%	9%	5%	7%
C/C(=N\Nc1ncc(Cl)cc1Cl)c1ccc(N2CCOCC2)cc1	1%	-9	?	7%	0	-3%	?	-29%	?
Cc1nc(N2CCOCC2)c2oc3ccccc3c2n1	6%	7	-10%	?	-8	-6%	15µM*	-12%	26%
CCCCC/C(=N\NC(=O)Nc1ccccc1)c1ccccc1	?	6	-14%	0%[9.22 µM]	-8	?	-24%	-20%	13%
CCc1ccc(C(=O)NNC(=O)c2ccc(OCC(=O)N3CCOCC3)c(OC)c2)cc1	-8%	-15	1%	-6%	-2	0%	?	0%	-7%
O=C(Nc1cccc(OCc2cc(=O)n3c4c(sc3n2)CCCC4)c1)c1ccc(F)cc1	.	.	.	.	-3	-7%	-8%	.	2%
COc1ccc2oc(C(=O)OCC(=O)N(C)CC(=O)Nc3ccc(F)cc3)c(C)c2c1	-25%	-8	-20%	-7%	6	2%	-11%	-17%	1%
Cc1ccc(CN2CCC(N3CC(C)OC(C)C3)CC2)cc1 (configuration not stated)	-10%	0	-5%	-2%	-4	-18%	1%	0%	-3%
Cn1c(=O)c2cc(S(=O)(=O)NCCC(=O)NCCc3ccc(Cl)cc3)ccc2n(C)c1=O	0%	5	4%	3%	-49	0%	-7%	-12%	8%
Cc1oc(-c2ccc(C(=O)NCc3ccccc3F)cc2)nc1COc1ccccc1	.	.	.	.	34*	-11%	?	.	-10%

# Pulled by structure from above:
canonical_smiles	SW480 rereplic	IL-1B inflam inh	HT1080-NT tox	MCF10A rerep	D3 ag	KB-3-1 cytotox	KB-V1 MDR tox	HT1080 IDH1KD tx	HEK293 tox
Cc1cc(C(=O)CCC(=O)Nc2cccc(F)c2)c(C)s1	.	-1	-3%	.	3	-11%	-10%	-3%	-12%
Cc1nc(N2CCOCC2)c2oc3ccccc3c2n1	6%	7	-10%	?	-8	-6%	15µM*	-12%	26%

# Not a hit list. Share with any hit: about 11%.
